# Screening results deposited in PubChem BioAssay by Broad Institute.
# SIRT5 inh – inhibitors of human sirtuin-5 desuccinylase | 330,000 compounds, 1.1% hits | Q9NXA8 | inhibition, % at 15 µM | Purified SirT5, succinyl-peptide AMC, trypsin-coupled fluorescence; in the data active = inhibition above about 15%; inconclusive = no clear call, values can overlap the other calls
# Casp6 inh – caspase-6 (human) enzyme inhibition. P55212. purified caspase-6, Z-VEID-R110 cleavage fluorescence. inhibition, % at 12.5 µM. 350,000 compounds, 0.53% hits;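 active = mean inhibition across replicates at least about 35%, with every replicate also reaching that limit, limit read from the data; inconclusive = only one of the two criteria met; inactive = neither criterion met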;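 also: 0% = median of neutral control wells and 100% = no fluorescence left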
# CFTR F508del cor – correctors of CFTR F508del function in bronchial epithelial cells; AID 720511; CFBE cells, YFP halide quenching; stimulated with forskolin plus potentiator P3; % fluorescence drop versus neutral controls; 350,000 compounds, 0.36% hits; activity (quench increase), % at 7.58 µM;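 active = mean added fluorescence quench of at least 8% versus neutral control, with both replicates also reaching 8%; inconclusive = only one of the mean or replicate conditions met; inactive = mean below 8% and not both replicates reaching 8%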;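 also: cells transiently co-express mutant CFTR-F508del with the halide-sensitive YFP; corrector assay measuring rescue of mutant channel to the surface after 24 h compound exposure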
# miR-122 sensor – inhibitors of miR-122 in Huh7 cells; Huh7 miR-122 Renilla luciferase sensor, 48 h; neutral wells = 0, positive control = 100; activation (reporter increase), % at 12.5 µM; 340,000 compounds, 0.3% hits; AID 602342;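 active = mean replicate activation score at least 90 and every replicate individually at or above 90; inconclusive = only one of the two criteria met; inactive = neither criterion met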;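 also: higher luciferase means less miR-122 activity so hits act as miR-122 inhibitors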
# ERAP1 HTS inh – ERAP1 (human) enzyme inhibition | AID 652197 | Q9NZ08 | 340,000 compounds, 0.15% hits | recombinant ERAP1, Leu-AMC fluorescence, 60 min | inhibition, % at 10.7 µM;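 active = mean replicate inhibition of at least 30%, or all replicates individually reaching that 30% level; inactive = mean below 30% and not every replicate reaching it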;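 also: 0% = neutral control wells and 100% = L-leucinethiol positive control wells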
# Target sequence (Q9NZ08 whole entry, looked up): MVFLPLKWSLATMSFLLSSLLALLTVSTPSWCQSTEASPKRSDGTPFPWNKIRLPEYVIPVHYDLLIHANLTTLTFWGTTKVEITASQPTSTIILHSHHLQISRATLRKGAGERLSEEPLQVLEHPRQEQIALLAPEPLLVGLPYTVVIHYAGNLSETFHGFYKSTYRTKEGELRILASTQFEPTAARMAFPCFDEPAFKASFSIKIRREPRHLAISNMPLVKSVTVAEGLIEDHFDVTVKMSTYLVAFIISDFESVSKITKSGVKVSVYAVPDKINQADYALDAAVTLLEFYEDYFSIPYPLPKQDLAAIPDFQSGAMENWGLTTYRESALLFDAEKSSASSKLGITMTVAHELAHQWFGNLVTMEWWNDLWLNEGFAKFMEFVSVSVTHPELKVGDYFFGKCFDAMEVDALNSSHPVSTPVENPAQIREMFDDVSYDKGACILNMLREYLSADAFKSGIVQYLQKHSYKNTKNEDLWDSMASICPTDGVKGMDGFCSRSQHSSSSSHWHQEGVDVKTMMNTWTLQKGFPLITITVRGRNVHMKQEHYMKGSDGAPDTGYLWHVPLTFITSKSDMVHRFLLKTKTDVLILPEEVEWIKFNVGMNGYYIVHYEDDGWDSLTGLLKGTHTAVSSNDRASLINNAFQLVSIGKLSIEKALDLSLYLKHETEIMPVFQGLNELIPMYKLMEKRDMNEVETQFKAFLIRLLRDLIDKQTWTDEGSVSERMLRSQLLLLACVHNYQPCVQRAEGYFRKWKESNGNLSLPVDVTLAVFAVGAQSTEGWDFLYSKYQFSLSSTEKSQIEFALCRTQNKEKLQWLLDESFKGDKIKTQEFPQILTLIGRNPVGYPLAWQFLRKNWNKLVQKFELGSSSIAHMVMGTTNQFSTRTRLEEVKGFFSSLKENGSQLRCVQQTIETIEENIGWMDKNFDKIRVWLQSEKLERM
# ERp5 inh – ERp5 (human) disulfide isomerase inhibition. ERp5 insulin aggregation, absorbance 650 nm, 90 min. 350,000 compounds, 0.05% hits. Q15084. inhibition, % at 9.99 µM;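 active = mean replicate inhibition above about 25%, with every replicate also reaching it, limit read from the data, passing the limit was not always enough; inconclusive = only one of those two criteria met; inactive = neither criterion met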
# DENV2 CPE rescue – inhibitors of DENV2 cytopathic effect; CPE inhibition, % at 9.99 µM; 350,000 compounds, 1.7% hits; DENV2-infected cells, cytopathic effect rescue, plate reader; in the data active = CPE inhibition above about 20%, passing the limit was not always enough; inconclusive = no clear call, values can overlap the other calls; tested in BHK-21 cells;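 also: 0% = median of neutral control wells and 100% = median of positive control wells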
# * hit, by the source's call; ? = inconclusive; · = no result given; [ ] = another dose, or the depositor's remark.
SMILES,SIRT5 inh,Casp6 inh,CFTR F508del cor,miR-122 sensor,ERAP1 HTS inh,ERp5 inh,DENV2 CPE rescue
COc1ccc(NC(=O)Nc2ccc3c(c2)C(=O)N([C@@H](C)CO)C[C@@H](C)[C@@H](CN(C)C(=O)CCC(F)(F)F)OCCCC[C@H](C)O3)cc1,·,·,-2.8,5[16.7 µM],·,·,?
C/C=C/c1ccc([C@H]2[C@@H](CO)N(C(=O)CC)C23CN(S(=O)(=O)CC)C3)cc1,3,0,-5.6,·,1,-5,0
CC(C)(O)c1cn([C@H]2C[C@@H]3O[C@@H](CO)CC[C@@H]3O[C@@H]2CCc2ccc(-c3ccncc3)cc2)nn1,-6,-2,-0.4,·,1,-3,5
COc1cccc(-c2ccc3c(c2)[C@H]2[C@H](CCN2C(=O)C2CCC2)[C@H](CO)N3)c1,·,·,2.2,-5[16.7 µM],·,·,-15
Cc1oc(-c2ccc(Cl)cc2)nc1CN1CCC(C(=O)NCC2CCCO2)CC1 (configuration not stated),-2,-5,-1.5,·,-4,-3,10
COc1ccc(C2=NOC(Cn3nc(-c4ccccc4)cc3C(=O)NCc3ccco3)C2)cc1 (configuration not stated),·,-3,-2.1,2,0,2,-3
CN(C(=O)NC1CCCCC1)c1ccccc1,-8,-1,-1.4,·,0,2,6
O=C(Nc1nnc(-c2ccc3c(c2)CCCC3)o1)C1CCCCC1,-1,0,1.1,6,4,1,-3
O=C(COC(=O)/C=C/c1cccc(C(F)(F)F)c1)NCc1ccco1,-2,3,2.7,-4,2,-5,-2
COCC(=O)N(C)C[C@H]1Oc2cc(C#CC3CC3)ccc2S(=O)(=O)N([C@H](C)CO)C[C@H]1C,0,5,0.1,-8[16.7 µM],0,-7,-2
COc1cc(CNCCN(C)C)c(Br)cc1OC1CCCC1,-8,-17,-2.8,-2,·,1,2
COCCN(C(=O)C1CC(=O)N(Cc2ccc(C)cc2)C1)c1c(N)n(CC(C)C)c(=O)[nH]c1=O (configuration not stated),9,1,-4.0,·,-2,5,5
COc1cc(-c2cc(C(=O)Nc3ccc(S(=O)(=O)NCc4ccco4)cc3)c3ccccc3n2)cc(OC)c1OC,·,-1,·,-11,7,3,-4
C/C(=N\NC(=O)CO/N=C(\C)c1cccs1)c1ccc(N)cc1,-7,-3,-1.3,4,·,3,2
O=C(CSc1nnc(-c2ccccc2F)o1)N1CCCC1,-2,-4,-1.5,-2,-4,0,12
O=C(CSc1n[nH]c(-c2ccccn2)n1)Nc1ccccc1F,3,-2,0.1,6,-2,1,-1
CCN(CC)S(=O)(=O)c1ccc(N2CCOCC2)c(NC(=O)CSCc2c(C)noc2C)c1,0,-136,-5.4,·,0,-20,5
N=C1/C(=C\c2ccc(SCc3ccccc3)o2)C(=O)N=C2SC(CC(=O)N3CCOCC3)=NN12,6,7,-2.3,5,·,1,-3
CCCCC(=O)NC(c1ccc([N+](=O)[O-])cc1)c1c(O)ccc2ccccc12 (configuration not stated),-3,1,2.9,0,-3,-3,-5
O=C1CCN(CCc2ccccc2)CCN1[C@H](CSc1ccc(Br)cc1)Cc1ccccc1,-2,-2,5.2,2,-3,3,-17
CC[C@@]1(C(=O)OC)N[C@H](CN(C)C(=O)c2ccc(C)cc2)[C@@H]2C(=O)N(Cc3ccccc3)C(=O)[C@@H]21,1,3,-1.2,·,1,2,5
CCC1CN(S(=O)(=O)c2ccc3c(c2)NC(=O)CC(=O)N3)c2cc(Cl)ccc2O1 (configuration not stated),-4,0,3.4,-1,-1,-5,23*
COc1cccc(NC(=O)N2CC3(C2)[C@H](c2ccccc2)[C@H](CO)N3C(C)=O)c1,-2,-2,-2.5,·,2,-6,-6
O=C(N/C(=C/c1ccc(F)cc1)C(=O)N1CCOCC1)c1ccccc1,5,4,0.7,-4,-4,-4,8
CO[C@H]1CN(C)C(=O)c2cc(NC(=O)c3ccc(F)cc3)ccc2OC[C@H](C)N(C(=O)c2ccc(F)cc2)C[C@H]1C,-1,-5,-4.0,·,3,-3,6
CN(C)CCN(Cc1ccccc1)C(c1ccnc2ccccc12)c1nnnn1-c1ccc2c(c1)OCCO2 (configuration not stated),-7,1,4.5,·,2,-6,1
Cc1ccc(S(=O)(=O)N(C)C[C@@H]2Oc3ccc(NC(=O)Cc4ccccc4)cc3CC(=O)N([C@@H](C)CO)C[C@H]2C)cc1,8,1,0.0,-2[16.7 µM],2,3,?
Cc1cccc(NC(=O)CN2CCN(CC(=O)Nc3ccc(-c4ccccc4)cc3)CC2)c1C,-1,3,3.4,·,-2,2,-4
CCN(CC)S(=O)(=O)c1ccc(N2CCCC2)c(C(=O)OCC(=O)N2CCCC2)c1,8,2,3.5,-4,-4,2,·
COc1cccc(Cn2cccc(NC(=O)NCc3ccccc3)c2=O)c1,3,2,2.0,-6,-3,0,-7
CCc1ccccc1NC(=S)Nn1cnnc1,1,-2,-0.5,-2,-1,-9,-6
COc1ccc(NC(=O)Nc2ccc3c(c2)CC(=O)N([C@@H](C)CO)C[C@H](C)[C@@H](CN(C)CC2CCCCC2)O3)cc1,·,-1,0.0,-5[16.7 µM],-1,-3,3
S=C1NCCOCCOCCNC(=S)N2CCOCCOCCN1CCOCCOCC2,0,-3,-4.2,·,-1,4,2
O=S(=O)(NC1CCSc2ccccc21)c1ccccc1 (configuration not stated),-3,-6,-1.5,-3,0,6,7
O=C(C1CC1)N1CCC(c2nc(-c3ccc(S(=O)(=O)NCC4CCCO4)cc3)no2)CC1 (configuration not stated),-5,0,2.5,·,0,-1,·
CC1SCC(=O)N(CC(=O)NCCc2ccccc2)C1=O (configuration not stated),-3,-1,-2.6,·,-3,0,-8
CCC(=O)N(C)C[C@@H]1Oc2cc(C#Cc3ccccn3)ccc2S(=O)(=O)N([C@H](C)CO)C[C@H]1C,2,3,-2.9,5[16.7 µM],-3,-1,8
Cc1ccc(S(=O)(=O)N(C)C)cc1NC(=O)COC(=O)c1ccc2c(c1)OCCO2,1,0,1.6,·,1,8,-4
CC1(C(=O)NC2CCCC2)CCC(=O)N1CCc1c[nH]c2ccccc12 (configuration not stated),-7,-1,-1.0,-2,0,0,-7
Cc1ccccc1N1CCN(Cc2cc3c(cc2[N+](=O)[O-])OCO3)CC1,1,2,-0.5,-8,-4,3,2
CC(C)NC(=O)N(C)C[C@@H]1Oc2ccc(NC(=O)Cc3cn(C)c4ccccc34)cc2C(=O)N([C@@H](C)CO)C[C@@H]1C,-1,2,1.8,-3[16.7 µM],1,-3,4
COc1ccc(NC(=S)Nc2ccccc2)cn1,-10,4,·,·,-7,-2,0
O=C(CN1CCN(c2nc(-c3ccccc3)cs2)CC1)NNC(=O)c1ccco1,-3,-1,-2.8,4,-2,-1,3
COc1ccccc1-c1ccc2c(c1)O[C@@H](CN(C)S(=O)(=O)c1ccccc1)[C@H](C)CN([C@@H](C)CO)S2(=O)=O,20*,-3,0.6,4[16.7 µM],-2,-3,-3
COc1cc(/C=N/NC(=O)c2ccccc2O)ccc1OCC(=O)Nc1ccccc1,-1,2,-2.4,1,1,-4,1
COc1c(Cl)cc(-c2noc(C)c2C(=O)NC(C)C)cc1Cl,·,2,-1.2,0,-1,-3,-1
C[C@H](CO)N1C[C@H](C)[C@H](CN(C)C(=O)NC2CCCCC2)Oc2ccc(NS(=O)(=O)c3cn(C)cn3)cc2CC1=O,·,·,-4.1,2[16.7 µM],·,·,-10
CCOc1ccc(Cn2c3ccc(OC)cc3c3nc4ccccc4nc32)cc1OC,-2,3,·,·,-3,2,-2
c1ccc(CCNc2nc(-c3ccccn3)nc3ccccc23)cc1,1,-2,13*,-3,1,-2,-15
O=S(=O)(Nn1cnnc1)c1ccc2ccccc2c1,1,1,2.0,-8,3,-4,8
O=C([C@@H]1[C@@H](CO)[C@@H]2Cn3c(cccc3=O)[C@@H]2N1C(=O)CC1CC1)N1CCc2ccccc2C1,1,1,-2.3,-3[16.7 µM],2,3,-4
CCN(CC)S(=O)(=O)c1ccc(N2CCCCC2)c(NC(=O)C2CSC3(C)CCC(=O)N23)c1 (configuration not stated),-2,-190,-3.3,11,2,3,8
Cc1ccc(S(=O)(=O)CC(O)COc2ccc(F)cc2Cl)cc1 (configuration not stated),1,2,4.1,2,-2,11,-4
O=C(NN1C(=O)C2C3C=CC(C4CC34)C2C1=O)c1ccccc1Cl (configuration not stated),-3,2,2.2,·,-1,6,7
COc1ccc(CNC(=O)C2CC(C)=CCC2C(=O)O)cc1 (configuration not stated),-5,4,0.0,-3,0,-5,-2
COc1ccc(CC(=O)N2N=C(c3ccncc3)CC2(O)C(F)(F)F)cc1 (configuration not stated),-1,0,5.5,·,0,3,4
Cc1[nH]n(-c2ccccc2)c(=O)c1N=Nc1ccccc1C(=O)N1CCCCC1,-4,-1,2.7,-2,-1,-4,3
O=C(CCC(=O)Nc1ccccc1)N/N=C/c1ccco1,2,17,0.1,0,0,1,2
O=C(c1cccs1)N1CCc2ccccc2C1,-3,7,0.2,·,6,5,·
CC(OC(=O)c1cccc(-n2cnnn2)c1)C(=O)NCc1ccccc1 (configuration not stated),-10,-2,-1.0,-4,-2,10,-7
# The listing continues:
SMILES,SIRT5 inh,Casp6 inh,CFTR F508del cor,miR-122 sensor,ERAP1 HTS inh,ERp5 inh,DENV2 CPE rescue
CC1CCN(C(=O)CCC(=O)N2CC(C)Oc3ccccc32)CC1 (configuration not stated),3,-3,2.0,-4,5,2,-4
C[C@@H]1CN([C@H](C)CO)C(=O)c2cccc(NC(=O)c3ccncc3)c2O[C@H]1CN(C)S(=O)(=O)c1ccccc1,·,-2,1.0,5[16.7 µM],-2,5,?
CO[C@H]1CN(C)C(=O)c2ccc(NC(=O)C3CCCCC3)cc2OC[C@H](C)N(C(=O)c2ccccc2)C[C@H]1C,2,0,1.2,2[16.7 µM],-1,2,-13
COc1ccc(-c2coc3cc(O)c(OC)cc3c2=O)cc1,·,6,3.4,-5,·,3,-4
COC(=O)C[C@H]1c2ccccc2S(=O)(=O)N1c1cccc(OC)c1,-2,1,-1.0,·,2,2,4
CCCN1[C@@H]2c3ccc(-c4cccnc4)c(=O)n3C[C@H]1[C@H](CO)[C@H]2C(=O)NCCc1cn(C)cn1,-2,-12,·,·,55*,6,-4
COc1ccc(-c2nnc3ccc(SCC(=O)N4CCOCC4)nn23)cc1,-1,-4,0.7,-3,0,1,?
COc1cccc(CNC(=O)[C@H]2CCCN2C(=O)[C@H]2CCCN2C(=O)C2CCCCC2)c1,·,6,0.8,·,-2,1,-9
CCCc1nnc(NC(=O)CCC(=O)N2CCN(Cc3cc(F)ccc3OC)CC2)s1,-5,1,-1.5,·,-2,8,12
C[C@@H]1CN([C@@H](C)CO)S(=O)(=O)c2ccc(-c3ccncc3)cc2O[C@H]1CN(C)C(=O)Nc1ccc(F)cc1,-3,0,-0.1,22[16.7 µM],-3,1,-9
CCOC(=O)c1c(SCCN2CCCCC2)n(-c2ccccc2)c(=S)n(-c2ccccc2)c1=O,-2,-7,-1.9,·,-1,-7,23*
CC(C)=C(NC(=O)c1ccccc1Br)C(=O)NCCc1nc2ccccc2[nH]1,·,0,1.1,·,·,4,9
CCOC(=O)c1ccc(S(=O)(=O)N2CCN(CC3CC=CCC3)CC2)cc1 (configuration not stated),-2,1,·,-1,-15,1,·
O=C(Nc1nccs1)[C@@H]1[C@@H](CO)[C@@H]2Cn3c(cccc3=O)[C@@H]2N1C(=O)C1CCCCC1,1,1,-0.6,-8[16.7 µM],0,-4,2

# Single records, from the list above. Values in the order: SIRT5 inh | Casp6 inh | CFTR F508del cor | miR-122 sensor | ERAP1 HTS inh | ERp5 inh | DENV2 CPE rescue
# Results for C[C@@H]1CN([C@@H](C)CO)S(=O)(=O)c2ccc(-c3ccncc3)cc2O[C@H]1CN(C)C(=O)Nc1ccc(F)cc1 = -3 | 0 | -0.1 | 22[16.7 µM] | -3 | 1 | -9
# Results for COC(=O)C[C@H]1c2ccccc2S(=O)(=O)N1c1cccc(OC)c1 = -2 | 1 | -1.0 | · | 2 | 2 | 4
# Results for C[C@@H]1CN([C@H](C)CO)C(=O)c2cccc(NC(=O)c3ccncc3)c2O[C@H]1CN(C)S(=O)(=O)c1ccccc1 = · | -2 | 1.0 | 5[16.7 µM] | -2 | 5 | ?
